Screening data as filed in PubChem BioAssay.
TDP43 rescue = qHTS of TDP-43 Inhibitors; TDP-43 expressing yeast growth rescue, BacTiter-Glo, 24 h; Potency, µM (highest dose often 46.1 µM), for inactives: top-dose growth rescue (activation), most hits filed as activators; 410,000 tested, 1.8% active; also: potency is read from the fitted curve at half-maximal effect; % of control where 0% means no effect; nearly all actives have a fitted effect of over 50% in size
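Yeast expressing TDP-43 (pregrown in raffinose, seeded at OD600=0.02 in galactose medium) exposed to compounds 24 hr at 30 deg C. Growth read by BacTiter-Glo luminescence; rescue of toxicity appears as increased signal.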
aSyn yeast inh = qHTS of alpha-syn Inhibitors; Yeast expressing alpha-synuclein, growth rescue, BacTiter-Glo, 24 h; Potency, µM (highest dose often 46.1 µM), without a hit: at the top dose growth rescue (activation), usual class: activators; 370,000 tested, 0.14% active; also: potency is read from the fitted curve at half-maximal effect; % of control where 0% means no effect; nearly all actives have a fitted effect of over 65% in size
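Rescue of yeast growth: cells expressing toxic alpha-synuclein, induced in galactose at OD600 0.02, incubated with compound 24 h at 30 C. ATP luminescence quantified growth; inhibitors of toxicity appear as activators.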
GLP-1R agonist = qHTS of GLP-1 Receptor Agonists; Glucagon-like peptide 1 receptor (Homo sapiens), P43220; HEK293 GLP-1R CRE-luciferase, luminescence, 4-6 h; cells express a hypersensitive GLP-1R form; Potency, µM (top dose mostly 45.6 µM), for the others: at the top dose activation, actives largely listed as activators; 380,000 tested, 0.007% active; AID 624172, 2012; also: potency is read from the fitted curve at half-maximal effect; % of control where 0% means no effect
Target sequence (P43220 whole entry, looked up): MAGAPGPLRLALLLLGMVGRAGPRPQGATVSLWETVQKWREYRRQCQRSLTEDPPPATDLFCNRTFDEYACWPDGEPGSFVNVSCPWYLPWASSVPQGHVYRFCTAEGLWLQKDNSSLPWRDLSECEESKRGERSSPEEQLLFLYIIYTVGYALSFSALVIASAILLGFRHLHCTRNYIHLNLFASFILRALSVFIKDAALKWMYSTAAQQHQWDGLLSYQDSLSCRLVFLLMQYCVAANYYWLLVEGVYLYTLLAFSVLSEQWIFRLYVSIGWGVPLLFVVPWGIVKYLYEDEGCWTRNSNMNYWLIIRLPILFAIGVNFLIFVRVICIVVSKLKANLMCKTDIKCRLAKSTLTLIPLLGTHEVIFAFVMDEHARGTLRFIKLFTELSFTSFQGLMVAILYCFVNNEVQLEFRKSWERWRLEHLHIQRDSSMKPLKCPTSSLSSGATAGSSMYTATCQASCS
GLP1R cytotox = qHTS of GLP-1 Receptor Inverse Agonists: Cytotox Screen; HEK293 cAMP-luciferase reporter cells, luminescence, 24 h; Potency, µM (highest dose often 38.3 µM), inactives show at the top dose activity change, negative = inhibition, actives largely listed as inhibitors; 410,000 tested, 0.13% active; AID 624418, 2012;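 also: loss of luciferase light is scored as toxicity; potency is read from the fitted curve at half-maximal effect; % is scaled to controls: 0 for no effect and ±100 for the full control effect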
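Step one: seed cells (200 cells/uL, DMEM with 10% Nu serum, 1% pen-strep). Step two: 12-hour incubation at 37 deg C. Step three: pin 23 nL compound, incubate 24 hr. Step four: add luciferase reagent, read luminescence 12 min later.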
D3 antag = qHTS of D3 Dopamine Receptor Antagonist: qHTS; AID 652054, 2013; 360,000 tested, 2.5% active; D3R cells, DiscoveRx beta-arrestin luminescence, antagonist mode; active compounds read low; max response, negative = inhibition, %; in the data active = max response below about -50%; inconclusive = no clear call, values can overlap the other calls; also: % is scaled to controls: 0 for no effect and ±100 for the full control effect; mostly tested at two doses, the higher about 12 µM
Target sequence (P35462 whole entry, looked up): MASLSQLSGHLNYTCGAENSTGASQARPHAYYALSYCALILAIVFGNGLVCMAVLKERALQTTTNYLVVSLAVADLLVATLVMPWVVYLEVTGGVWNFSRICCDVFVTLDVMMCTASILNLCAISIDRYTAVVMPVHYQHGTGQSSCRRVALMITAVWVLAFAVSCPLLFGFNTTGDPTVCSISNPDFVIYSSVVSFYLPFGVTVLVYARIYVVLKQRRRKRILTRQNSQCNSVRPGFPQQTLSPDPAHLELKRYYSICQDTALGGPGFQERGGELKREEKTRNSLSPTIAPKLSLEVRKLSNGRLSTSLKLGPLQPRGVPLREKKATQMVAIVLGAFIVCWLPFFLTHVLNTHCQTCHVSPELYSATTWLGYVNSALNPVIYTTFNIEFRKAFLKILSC
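Cells plated overnight at 1500 cells/well, then exposed to library compounds with dopamine controls for 90 minutes at 37 degrees C. DiscoveRx reagent added for 30–60 minutes at room temperature; luminescence read, quantitative HTS format.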
KB-V1 cytotox = qHTS assay for MDR1-selective chemotherapeutics: Primary screen using the drug-selected MDR subline cells KB-V1 | KB-V1 MDR cells viability, CellTiter-Glo, 72 h | Potency, µM (top dose mostly 46.1 µM), for the others: top-dose activity change, negative = cytotoxicity, usual class: cytotoxic | 400,000 tested, 3.4% active; also: potency is read from the fitted curve at half-maximal effect; % is scaled to controls: 0 for no effect and ±100 for the full control effect; nearly all actives have a fitted effect of over 60% in size
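KB-V1 cells (P-gp-expressing MDR subline of KB-3-1) in phenol-red-free DMEM with 10% FBS were exposed to library compounds over a concentration series for 72 h at 37 degrees C. Viability read by CellTiter-Glo luminescence; concentration-effect curves fitted after normalization.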
PTHR1 agonist = qHTS for PTHR1 Agonists: Primary Screen; Parathyroid hormone/parathyroid hormone-related peptide receptor (Homo sapiens), Q03431; 410,000 tested, 0.075% active; HEK293 GP2 PTHR1 cells, GloSensor cAMP luminescence, 1 h; Potency, µM (series often up to 115 µM), without a hit: top-dose activation, usual class: activators; also: potency is read from the fitted curve at half-maximal effect; nearly all actives have a fitted effect of over 55% in size; some results filed as inactive show a strong effect at the top dose; inactives centre near -15; many of its hits are not listed in these tables
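HEK-293-derived GP2 cells expressing PTHR1 and a GloSensor cAMP reporter, 3,000/well, plated overnight, given luciferin plus IBMX (each 0.5 mM as added) for 1 h at 37 °C, then compound for 1 h at 37 °C. Luminescence was read after 15 min at room temperature.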
D3 ag = qHTS of D3 Dopamine Receptor Agonist: qHTS | 410,000 tested, 0.58% active | D3R DiscoveRx beta-arrestin cells, luminescence, 90 min | max activation, % | D(3) dopamine receptor (Homo sapiens), P35462; in the data active = max activation above about 30%; also: 0% is about no effect; mostly tested at two doses, the higher about 12 µM
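Agonist mode: compounds and dopamine controls were applied to plated cells for 90 min at 37 degrees C after an overnight attachment at 1500 cells/well. Luminescent read-out followed 30 - 60 minutes at room temperature with DiscoveRx detection reagent.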
GLP1R inv ag = qHTS of GLP-1 Receptor Inverse Agonists (Inhibition Mode). Glucagon-like peptide 1 receptor (Homo sapiens), P43220. HEK293 GLP-1R CRE-luciferase, luminescence, 24 h; GLP-1R form is constitutively active. Potency, µM (top dose mostly 38.3 µM), for the others: top-dose activity change, negative = inhibition, most hits filed as inhibitors. 410,000 tested, 1.6% active. AID 624417, 2012; also: potency is read from the fitted curve at half-maximal effect; % is scaled to controls: 0 for no effect and ±100 for the full control effect; nearly all actives have a fitted effect of over 55% in size
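qHTS in 1536-well format: reporter HEK293 cells expressing constitutive GLP-1R activity in DMEM + 10% Nu serum, 24 hr with compounds at 37 deg C, luminescence read after 12 min with detection reagent.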
Active calls of the source: *; i = inactive; ? = inconclusive; . = not tested or not shown; [ ] = dose if it differs, or a comment. Unless noted, calls follow the shape of the dose curve; as a rule, active = well fitted curve in the direction sought with a large enough effect; inconclusive = small, poorly fitted or top-dose-only effect, or another doubt; inactive = no such curve, though single readings can be large; an effect the other way counts as inactive or inconclusive. Only part of the results is shown; the hit share may differ from the screen's.

(1) COc1cc(C(=O)OCC(=O)Nc2c(F)cccc2F)cc(OC)c1C
(2) O=C(c1cccc(-n2cnnn2)c1)N1CCOCC1
(3) COc1ccc(N(CC(=O)NCCSCc2ccco2)S(=O)(=O)c2ccccc2)cc1Cl
(4) COc1ccc(N(C(=O)Cn2nnc(-c3ccc(F)cc3)n2)C(C)C(=O)NC2CCCC2)cc1OC (stereo not given)
(5) C=CCOC(=O)/C(=C\C=C\c1ccccc1)NC(=O)c1ccccc1
(6) COc1cc2c(=O)c(C(=O)c3ccc(F)cc3)cn(Cc3cccc(F)c3)c2cc1OC
(7) Cc1cc(C(=O)Nc2nnc(C(F)(F)F)s2)no1
(8) COc1ccc(/C=C(/C#N)c2nc(-c3ccc(-c4ccccc4)cc3)cs2)cc1

compound no.	1	2	3	4	5	6	7	8
TDP43 rescue	-18%	-15%	12%	6%	2%	18%	-8%	28%
aSyn yeast inh	-5%	0%	-10%	1%	-4%	.	-26%	.
GLP-1R agonist	3%	-5%	9%	5%	-5%	.	-9%	.
GLP1R cytotox	-4%	6%	-16%	5%	-3%[1.53 µM]	-1%	2%	-7%
D3 antag	10	7	31	1	5	.	-17	.
KB-V1 cytotox	4%	12%	.	-30%	?	9%	9%	0%
PTHR1 agonist	-15%	-3%[57.5 µM]	-49%	-8%	-23%	-25%	-33%[inhibitor]	i
D3 ag	-4	5	14	-27	4	11	7	7
GLP1R inv ag	0%	0%	?	5%	?	-9%	9%	1%

Filtered by structure: the compounds so far with sulfur
(3) COc1ccc(N(CC(=O)NCCSCc2ccco2)S(=O)(=O)c2ccccc2)cc1Cl
(7) Cc1cc(C(=O)Nc2nnc(C(F)(F)F)s2)no1
(8) COc1ccc(/C=C(/C#N)c2nc(-c3ccc(-c4ccccc4)cc3)cs2)cc1

compound no.	3	7	8
TDP43 rescue	12%	-8%	28%
aSyn yeast inh	-10%	-26%	.
GLP-1R agonist	9%	-9%	.
GLP1R cytotox	-16%	2%	-7%
D3 antag	31	-17	.
KB-V1 cytotox	.	9%	0%
PTHR1 agonist	-49%	-33%[inhibitor]	i
D3 ag	14	7	7
GLP1R inv ag	?	9%	1%

More compounds follow:
(9) Cc1cc(NS(=O)(=O)c2ccc(NC(=O)c3ccccc3C)cc2)nc(C)n1
(10) Cc1ccc(S(=O)(=O)N2C(=O)c3cccc4cccc2c34)cc1
(11) CC(=O)Nc1ccc(S(=O)(=O)NNC(=O)COc2cc(C)ccc2C(C)C)cc1
(12) Cn1c(=O)n(C)c2cc(S(=O)(=O)N3CCCc4ccccc43)ccc21
(13) Cc1cc(C)n(-c2cc(N3CCN(C(=O)c4ccccc4C)CC3)ccc2[N+](=O)[O-])n1
(14) CCc1ccc(CNCc2c(C(=O)O)n(Cc3ccc(C)cc3)c3cc(C)ccc23)cc1
(15) Cn1ccc(C(=O)N/N=C/c2cccnc2)n1
(16) Cc1ccc(CN2CCNC(=O)C2CC(=O)NC2CCCCCC2)o1 (stereo not given)

compound no.	9	10	11	12	13	14	15	16
TDP43 rescue	16%	7%	5%	-4%	-11%	12%	-1%	-17%[0.397 µM]
aSyn yeast inh	.	1%	-7%	4%	-1%	.	-12%	1%
GLP-1R agonist	.	4%	-1%	18%	-4%	-5%	11%	8%
GLP1R cytotox	0%	0%	-12%	-13%	-36%	?	6%	1%
D3 antag	.	8	30	5	16	.	0	-2
KB-V1 cytotox	.	-3%	4%	8.2µM*	-18%	-6%	10%	8%
PTHR1 agonist	-36%[inhibitor]	i	-14%[57.5 µM]	-5%	-24%	i	i	i
D3 ag	0	1	3	5	-1	-10	16	-3
GLP1R inv ag	-16%	?	0%	6%	0%	?	14%	13%

(17) CNc1nnc(-c2cc3ccccc3oc2=O)s1
(18) O=C(CCn1nc(-c2ccccc2)ccc1=O)N1CCN(c2ccccc2)CC1
(19) Cc1cc(NC(=O)c2ccccc2F)ncc1NC(=O)c1cccs1
(20) CCOC(=O)COc1ccc(-c2nnc(-c3ccccc3)o2)cc1
(21) CN(C)c1ccc(CN(C(=O)C2COc3ccccc3O2)C2CCS(=O)(=O)C2)cc1 (stereo not given)
(22) CC(=O)c1ccc(N2CCN(c3ncnc4c3nc3n4CCCC3)CC2)cc1
(23) COc1cc(-c2cnc3c(NC=O)cc(-c4cccc(NC(C)=O)c4)cn23)cc(OC)c1OC
(24) Cc1ccc(S(=O)(=O)NC(=O)C2(C)CCN2C(=O)c2cccc(F)c2)nc1 (stereo not given)

compound no.	17	18	19	20	21	22	23	24
TDP43 rescue	9%	-5%	-24%	5%	-11%	0%	-6%	-6%
aSyn yeast inh	1%	14%	-8%	1%	3%	.	-7%	-1%
GLP-1R agonist	-6%	10%	5%	-3%	2%	.	?	-1%
GLP1R cytotox	177%[activator]	4%	4%	12%	-12%	0%	-33%	4%
D3 antag	-2	-14	-4	23	2	.	10	3
KB-V1 cytotox	8%	-8%	-2%	4%	18µM*	.	1%	-19%
PTHR1 agonist	-17%	i	-18%	-34%	i	-93%[inhibitor]	?	-1%
D3 ag	1	14	0	1	8	-15	-21	4
GLP1R inv ag	20%	-24%	10%	14%	2%	-9%	-42%	19%

Next records.
entry	SMILES	TDP43 rescue	aSyn yeast inh	GLP-1R agonist	GLP1R cytotox	D3 antag	KB-V1 cytotox	PTHR1 agonist	D3 ag	GLP1R inv ag
25	CCC(CC)C(=O)Nc1cccc(-c2cn3cccnc3n2)c1	-15%	.	.	0%	.	-22%	i	-15	11%
26	O=C(CCl)NCc1c(Cl)cccc1-n1cccc1	-4%	-2%	-11%	?	13	-14%	-13%[57.5 µM]	1	?
27	CCOc1cc(C(=O)Nc2ccc3c(c2)OCO3)ccc1OC(F)F	1%	-9%	9%	0%	-17	21µM*	-2%[57.5 µM]	-18	72%[activator]
28	Cc1csc(SCC(=O)Nc2sccc2C#N)n1	26%	6%	-5%	-1%	12	-26%	-41%[inhibitor]	6	?
29	COc1cc(OC)cc(-c2nnc(SCc3c(F)cccc3Cl)o2)c1	-8%	0%	21%	15%	25	-30%	-10%	21	-29%
30	CNC(=O)C[C@@H]1C(=O)N(CCc2ccccc2)CC1(C)C	6%	-7%	-1%	3%	-9	-10%	-8%	-5	10%
31	O=C(CSc1nnc(CNC(=O)C23CC4CC(CC(C4)C2)C3)n1-c1ccc(F)cc1)Nc1ccccc1	9%	-1%	-4%	-9%	6	?	i	-2	-17%
32	CCOc1ncccc1C(=O)OCc1ccc(C#N)cc1	?	0%	19%	9%	25	0%	i	-4	100%[activator]
33	Cc1cc2c(=O)[nH]c(Cc3ccccc3)nc2s1	22%	-8%	0%	-6%	7	-20%	i	-3	4%
34	CCOc1ccc2nc(SCC(=O)Nc3cccc(S(=O)(=O)NC4=NCCCCC4)c3)[nH]c2c1	.	-3%	-1%	-3%	?	-26%	?	-12	1%
35	Cc1c(C(=O)NCc2ccccc2Cl)sc2nc3n(c(=O)c12)CCCCC3	35µM*	.	.	-2%	.	-2%	-15%	2	-3%
36	CN(Cc1ccccc1Br)C(=O)CSc1nnnn1C1CC1	27%	1%	0%	-5%	27	-3%	-17%	0	-1%
37	COc1cc(C(=O)N2CCN(c3cccc(Cl)c3)CC2)ccc1OCC(=O)N1CCOCC1	5%	-11%	6%	0%	-10	-7%	-22%	-1	10%
38	C=CCn1c(SCC(=O)c2cc(C)n(C)c2C)nnc1-c1ccncc1	-3%	-1%	1%	-5%[7.66 µM]	-5	?	-16%	-7	-7%[7.66 µM]
39	CC(=O)c1ccc(-n2nnnc2SCC(=O)Nc2cccc(NC(=O)c3ccco3)c2)cc1	-1%	-3%	-8%	-25%	53	9%	-11%[57.5 µM]	5	-14%
40	Cc1ccc(S(=O)(=O)N2CCCC(C(=O)N3CCN(c4ccccc4)CC3)C2)cc1 (stereo not given)	-9%	0%	-4%	-3%	2	?	-56%[inhibitor]	5	?
41	Cc1c(Br)c(C(F)(F)F)nn1CC(=O)N(C)C1CCCCC1	25%	0%	0%	-27%	17	0%	-18%	14	52%[activator]
42	O=C1c2ccc3c4c(ccc(c24)C(=O)N1c1cccc(O)c1)C(=O)N(c1cccc(O)c1)C3=O	17%	-2%	-2%	-7%	-82*	6%	-8%	-22	-17%
43	CCOc1ccccc1C1C(C(N)=O)=C(C)Nc2nc(-c3cccc(C)c3)nn21 (stereo not given)	-1%	-4%	3%	17%	-20	-7%	-12%	-7	39%
44	CC1CCCN(C(=O)Cc2ccc(F)cc2)C1 (stereo not given)	-1%	0%	-3%	9%	4	6%	-2%[57.5 µM]	-7	-8%
45	CCN(c1ccc(NC(=O)COC(=O)c2ccc3ccccc3n2)cc1)C(C)C	-19%	1%	10%	-8%	-22	25%	i	-6	4%
